Assay outcomes: PubChem BioAssay, National Center for Advancing Translational Sciences (NCATS)
ALOX12 inh: inhibitors of human 12S-lipoxygenase ALOX12. P18054. purified 12hLO, xylenol orange hydroperoxide absorbance. Potency, µM (titrated, usually from 108 µM), inactives show at the highest dose activity change, negative = inhibition, actives largely listed as inhibitors. hit rate 1.1% among 580,000. AID 1671190; active means well fitted inhibition curve with a large enough effect; inconclusive means small, poorly fitted or top-dose-only effect, or another doubt; inactive means no such curve, though single readings can be large or run the other way
Target sequence (P18054 whole entry, looked up): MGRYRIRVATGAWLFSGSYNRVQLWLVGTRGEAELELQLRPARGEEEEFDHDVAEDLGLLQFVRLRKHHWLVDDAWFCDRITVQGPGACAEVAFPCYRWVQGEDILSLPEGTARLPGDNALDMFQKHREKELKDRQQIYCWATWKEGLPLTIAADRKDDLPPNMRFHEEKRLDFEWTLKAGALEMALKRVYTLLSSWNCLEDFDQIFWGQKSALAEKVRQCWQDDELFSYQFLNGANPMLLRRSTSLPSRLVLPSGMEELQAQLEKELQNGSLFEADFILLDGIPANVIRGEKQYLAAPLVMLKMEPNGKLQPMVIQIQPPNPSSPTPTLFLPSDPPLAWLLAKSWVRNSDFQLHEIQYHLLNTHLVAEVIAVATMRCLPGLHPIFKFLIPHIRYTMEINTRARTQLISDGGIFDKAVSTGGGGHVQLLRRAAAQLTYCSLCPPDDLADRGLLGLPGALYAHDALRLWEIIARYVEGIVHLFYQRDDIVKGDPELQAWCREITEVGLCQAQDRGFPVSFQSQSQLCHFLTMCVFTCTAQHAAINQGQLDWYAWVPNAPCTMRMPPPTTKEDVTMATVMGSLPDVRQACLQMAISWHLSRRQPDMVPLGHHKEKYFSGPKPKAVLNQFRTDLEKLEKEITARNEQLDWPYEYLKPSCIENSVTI
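Purified human 12hLO at 150 nM in 25 mM Hepes, 0.01% Triton X-100, pH 7.0, preincubated 15 min at room temperature with compound. Reaction started with 40 uM arachidonic acid, 30 min at room temperature. Hydroperoxide measured by Fe-xylenol orange, 573/405 nm absorbance ratio.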
Starred values were filed as active, the others as inactive; [ ] = another dose, or the depositor's remark. On the % scale 0 is the no-effect control and ±100 the full control effect; potency means the concentration at half of the fitted maximal effect. This is a subset, so the mix of outcomes need not match the whole.

Start of the data: the first 13 records, ahead of the listing:
How did COC(=O)c1ccccc1C(=O)N1CCOc2ccc(CN3CCN(c4ccccn4)CC3)cc2C1 do in these assays?
ALOX12 inh: 13%

How did CC(=O)NC[C@H]1CCN(Cc2ccc3c(c2)CCO3)C[C@H]1N(C)C do in these assays?
ALOX12 inh: 65%[activator]

How did Cc1nc(CN2C(=O)OC3(CCN(C(=O)c4ccc(Oc5ccccc5)cc4)CC3)C2(C)c2ccccc2)cs1 (centres undefined) do in these assays?
ALOX12 inh: 3%

What do the screens show for `O=C(Cc1ccc(Cl)cc1)N1CCC2(CC1)CC(O)CCO2` (centres undefined)?
ALOX12 inh: 21%

What do the screens show for `Cc1cnc(C(=O)NC2C[C@H]3CC[C@@H](C2)N3C(=O)Cc2ccc(F)cc2)cn1` (some centres undefined)?
ALOX12 inh: 5%

What do the screens show for `O[C@H]1CC[C@@H](Cc2cc(-c3ccccc3)on2)O[C@@H]1CNCc1ccccc1`?
ALOX12 inh: 10%[176 µM]

Results for COCC(=O)N1CCC2(CC1)CCN(Cc1cccs1)c1ccccc1O2 ?
ALOX12 inh: 41%

Results for O=C(NC1CCCCC1)c1cc2n(n1)CC(c1ccc3c(c1)OCO3)OC2 (centres undefined) ?
ALOX12 inh: -8%

How did CC(=O)N1CCC(N2CC(Oc3cccc(C(=O)N4CCOCC4)c3)C2)CC1 do in these assays?
ALOX12 inh: 30%

What do the screens show for `Cn1cnc(C(=O)N2C[C@@H](COCC3CC3)[C@H](c3ccccn3)C2)c1`?
ALOX12 inh: 32%

How did NCc1ccc(OCCCN2CCC(C(O)(C3=CCCC3)c3ccccc3)CC2)cc1 (centres undefined) do in these assays?
ALOX12 inh: 2%

How did O=C1CCN(S(=O)(=O)c2ccccc2)CCCN(C(=O)CN2CCCCCC2)CCN1 do in these assays?
ALOX12 inh: 50%[activator]

How did COc1ccc(C(=O)Nc2ccc(-c3nnc4n3CCCC4)cc2)cn1 do in these assays?
ALOX12 inh: 2%

This part in full, from the start:
How did COC(=O)c1ccccc1C(=O)N1CCOc2ccc(CN3CCN(c4ccccn4)CC3)cc2C1 do in these assays?
ALOX12 inh: 13%

How did CC(=O)NC[C@H]1CCN(Cc2ccc3c(c2)CCO3)C[C@H]1N(C)C do in these assays?
ALOX12 inh: 65%[activator]

How did Cc1nc(CN2C(=O)OC3(CCN(C(=O)c4ccc(Oc5ccccc5)cc4)CC3)C2(C)c2ccccc2)cs1 (centres undefined) do in these assays?
ALOX12 inh: 3%

What do the screens show for `O=C(Cc1ccc(Cl)cc1)N1CCC2(CC1)CC(O)CCO2` (centres undefined)?
ALOX12 inh: 21%

What do the screens show for `Cc1cnc(C(=O)NC2C[C@H]3CC[C@@H](C2)N3C(=O)Cc2ccc(F)cc2)cn1` (some centres undefined)?
ALOX12 inh: 5%

What do the screens show for `O[C@H]1CC[C@@H](Cc2cc(-c3ccccc3)on2)O[C@@H]1CNCc1ccccc1`?
ALOX12 inh: 10%[176 µM]

Results for COCC(=O)N1CCC2(CC1)CCN(Cc1cccs1)c1ccccc1O2 ?
ALOX12 inh: 41%

Results for O=C(NC1CCCCC1)c1cc2n(n1)CC(c1ccc3c(c1)OCO3)OC2 (centres undefined) ?
ALOX12 inh: -8%

How did CC(=O)N1CCC(N2CC(Oc3cccc(C(=O)N4CCOCC4)c3)C2)CC1 do in these assays?
ALOX12 inh: 30%

What do the screens show for `Cn1cnc(C(=O)N2C[C@@H](COCC3CC3)[C@H](c3ccccn3)C2)c1`?
ALOX12 inh: 32%

How did NCc1ccc(OCCCN2CCC(C(O)(C3=CCCC3)c3ccccc3)CC2)cc1 (centres undefined) do in these assays?
ALOX12 inh: 2%

How did O=C1CCN(S(=O)(=O)c2ccccc2)CCCN(C(=O)CN2CCCCCC2)CCN1 do in these assays?
ALOX12 inh: 50%[activator]

How did COc1ccc(C(=O)Nc2ccc(-c3nnc4n3CCCC4)cc2)cn1 do in these assays?
ALOX12 inh: 2%

What do the screens show for `Cc1ccc(C2(O)CCN(C(=O)C(=O)c3cccnc3)CC2)nc1`?
ALOX12 inh: 3%

How did Cn1nccc1CN1CCC2(C1)C(=O)N(c1ccccc1)c1ccccc12 (centres undefined) do in these assays?
ALOX12 inh: 4%[6.33 µM]

How did CCN(Cc1cnn(CC)c1)C(=O)c1c(C)oc2c1CN(Cc1ccc(F)cc1)CC2 do in these assays?
ALOX12 inh: -11%

Results for CC(C)c1cccc(-c2cc(NCc3ccccn3)nc3[nH]ccc23)n1 ?
ALOX12 inh: 66%[activator]

How did O=C(c1cccnc1)N1CCC(n2c(=O)[nH]c3ccccc32)CC1 do in these assays?
ALOX12 inh: 0%[176 µM]

Results for CC(C(=O)N1CCCN(c2cc(-c3ccc(Cl)cc3)[nH]n2)CC1)c1ccccc1 (centres undefined) ?
ALOX12 inh: -3%

What do the screens show for `CCNC(=O)N[C@H]1[C@H](O)[C@@H](N2CCN(c3ccccc3OC)CC2)[C@@H]2OC[C@H]1O2`?
ALOX12 inh: -3%[176 µM]

How did COc1ccc(CNC(=O)Cn2ccn3nc(-c4ccc(F)cc4)c(CO)c3c2=O)cc1OC do in these assays?
ALOX12 inh: 31%

Results for CN1C(=O)Cc2cc(C(=O)N3CCN(c4ccccc4Cl)CC3)ccc21 ?
ALOX12 inh: 13%

How did Cc1cccc(C)c1NC(=O)C(C1CC1)N1C(=O)C(=O)c2ccccc21 (centres undefined) do in these assays?
ALOX12 inh: inconclusive

Results for CC(=O)N1CCC(N2CCOC[C@H]2c2ncc(-c3cccc(F)c3)[nH]2)CC1 ?
ALOX12 inh: -3%[176 µM]

Results for Cc1nc(CCNC(=O)CCc2ccccc2)no1 ?
ALOX12 inh: -15%

How did Cc1cc2cc(-c3c(C)noc3C)nc(N3CCCC3)c2o1 do in these assays?
ALOX12 inh: -17%[176 µM]

Results for COc1ccc(-c2nnc3ccc(NCC(C)C)nn23)nc1 ?
ALOX12 inh: 11%[176 µM]

What do the screens show for `COc1ccc(Cl)cc1C(=O)NC1CCN(c2cc(-c3ccccc3)[nH]n2)C1` (centres undefined)?
ALOX12 inh: 16%

How did O=C1NCc2ccccc2CC12CCN(Cc1cc(O)cc(O)c1)C2 (centres undefined) do in these assays?
ALOX12 inh: 1%[6.33 µM]

Results for Cc1nncn1C1CCN(S(=O)(=O)c2ccccc2F)CC1 ?
ALOX12 inh: 43%[activator]

What do the screens show for `CN1CCN(c2cc(N3CCCC(CO)(CC4CC4)C3)nc(N)n2)CC1` (centres undefined)?
ALOX12 inh: 17%

How did CCc1cc(C(=O)N2CCC(c3nnc(Cn4cncn4)n3C)CC2)no1 do in these assays?
ALOX12 inh: 26%

What do the screens show for `Clc1ccc(Nc2ncc(-c3cccnc3)c3c2OCC3)cc1`?
ALOX12 inh: 10%[176 µM]

What do the screens show for `COCCNC(=O)[C@@H]1C[C@@H](O)CN1C1CCN(C(=O)c2nn(C)c3ccccc23)CC1`?
ALOX12 inh: -1%

What do the screens show for `CC(C)=CCC1(CO)CCCN(Cc2cc(=O)n3cc(C)sc3n2)C1` (centres undefined)?
ALOX12 inh: inconclusive

How did Cc1ccc(CNC(=O)Cn2c(C)ccc(NS(=O)(=O)c3ccccc3)c2=O)cc1 do in these assays?
ALOX12 inh: 5%

Results for O=C(Cn1ccn2nc(-c3ccccc3)c(CO)c2c1=O)Nc1cc(Cl)cc(Cl)c1 ?
ALOX12 inh: -26%

What do the screens show for `CS(=O)(=O)N1CCC(C2CCN(C(=O)Cc3cccnc3)C2)CC1` (centres undefined)?
ALOX12 inh: 11%

What do the screens show for `CN(C)S(=O)(=O)N1CCC(C(=O)Nc2ccc(Oc3cccnc3)cc2)CC1`?
ALOX12 inh: -4%

What do the screens show for `CC(=O)N[C@@H]1Cc2ccccc2[C@H]1NC(=O)CN1C(=O)CNC1=O`?
ALOX12 inh: 42%[activator]

What do the screens show for `COc1cccc(C2Cn3nnc(-c4nc(-c5ccsc5)no4)c3CO2)c1` (centres undefined)?
ALOX12 inh: 20%

How did COc1ccc(C(=O)N2CCCC3(C2)NC(=O)N(Cc2ccc(Cl)cc2)C3=O)cc1 (centres undefined) do in these assays?
ALOX12 inh: -5%

What do the screens show for `O=C1OCCN1C1CCN(Cc2ccc(F)cc2)CC1`?
ALOX12 inh: 12%[12.5 µM]

What do the screens show for `COc1ccc(C(=O)NC2CCN(c3cc(C(F)(F)F)ncn3)CC2)cc1`?
ALOX12 inh: 6%

How did CC1=C(C(=O)OC(C)(C)C)C(c2ccccc2F)N2C(CC(=O)N3CCCC3)=CSC2=N1 (centres undefined) do in these assays?
ALOX12 inh: 20%

How did COc1cccc(CNC(=O)C2Cn3cccc3C(=O)N2C)c1 (centres undefined) do in these assays?
ALOX12 inh: 13%

Results for COc1ccccc1NC(=O)Nc1cccc(-c2ccc(N3CCCCC3)nn2)c1 ?
ALOX12 inh: 48%[activator]

Results for COc1ccc(C(=O)N2C[C@@H](CO)[C@H](c3ccncc3)C2)c(OC)c1 ?
ALOX12 inh: 33%[activator]

How did O=C1NCCCN1C1CCN(Cc2ccccc2OC(F)(F)F)CC1 do in these assays?
ALOX12 inh: 12%[176 µM]

Results for N#Cc1ccc(C(=O)N2CCC(Cc3nc(-c4ccccc4)n[nH]3)C2)cc1 (centres undefined) ?
ALOX12 inh: 24%

Results for O=C(c1ccccc1)N1CCC12Cc1ccccc1NC2=O (centres undefined) ?
ALOX12 inh: 36%[176 µM]

What do the screens show for `CC(C)CNC(=O)NCC(=O)N1CCCCCNC(=O)CC1c1ccccc1` (centres undefined)?
ALOX12 inh: 18%

What do the screens show for `C[C@H](O)[C@@H]1C(=O)N2CCc3c([nH]c4c(-c5ccc6c(c5)OCO6)cccc34)[C@@H]2C[C@@H]1N(C)C(=O)c1ccccc1F`?
ALOX12 inh: -6%

How did O=[N+]([O-])c1nccn1C1C=CC(O)C(CO)O1 (centres undefined) do in these assays?
ALOX12 inh: -4%

How did CC(C)Cc1nc(NC(=O)C[C@H]2NC(=O)c3ccccc3NC2=O)n[nH]1 do in these assays?
ALOX12 inh: 81%[activator]

How did Cc1ccc(-c2ccc(N)nc2)c2cccnc12 do in these assays?
ALOX12 inh: 13%

Results for O=C(c1c[nH]c(=O)cn1)N1C[C@H](CO)C[C@H](CN2CCOCC2)C1 ?
ALOX12 inh: 38%[activator]

Results for Cc1ccccc1NC(=O)Cn1c(-c2ccc(Cl)cc2)nc(C)c(CCO)c1=O ?
ALOX12 inh: 20%

What do the screens show for `CNc1cc(C)nc(N2C[C@H]3CN(C(=O)N(C)C)C[C@@]3(C(=O)O)C2)n1`?
ALOX12 inh: 60%

What do the screens show for `CCc1noc(-c2cn(C3CCN(C(=O)c4ccc(Cl)s4)CC3)nn2)n1`?
ALOX12 inh: 24%

What do the screens show for `CCOCC(=O)N[C@@H]1CN(S(C)(=O)=O)C[C@H]1CN(C)C`?
ALOX12 inh: 14%

What do the screens show for `COCc1nc(CCNS(=O)(=O)c2ccc(F)cc2)no1`?
ALOX12 inh: 30%

What do the screens show for `CN1CCOc2c(C(=O)NCc3cnn(C)c3)cc(-c3ccc([S+](C)(=O)[O-])cc3)cc21`?
ALOX12 inh: 3%[176 µM]

Results for CCOc1cc(C)c(CN2CCCC(O)(CN(C)C)C2)cc1C(C)C (centres undefined) ?
ALOX12 inh: 68%[activator]

Results for N#Cc1ccc(CN2CCC3(C2)NC(=O)c2ccccc2CO3)cc1 (centres undefined) ?
ALOX12 inh: 40%[activator]

How did Cc1cnc(CC2CCCN(C(=O)Cc3ccccc3)C2)n1C(C)C (centres undefined) do in these assays?
ALOX12 inh: 20%

What do the screens show for `COc1ccc(CNC(=O)C[C@@H]2O[C@H](CNCc3cccc(Cl)c3)[C@@H](O)[C@H]2O)cc1`?
ALOX12 inh: 8%[176 µM]

How did Cc1ncoc1C(=O)N1CC(Oc2ccc(-c3nc(-c4ccccc4)no3)cc2)C1 do in these assays?
ALOX12 inh: 49%[activator]

How did COc1ccc(Cn2c(C3CCN(C(=O)c4cc(C)cc(C)c4)CC3)n[nH]c2=O)cc1 do in these assays?
ALOX12 inh: inconclusive

Results for N#Cc1ccc(CN2CCc3nc(C(=O)Nc4cccc(C(F)(F)F)c4)oc3CC2)cc1 ?
ALOX12 inh: 13%

How did O=C(NCc1ccncc1)c1nc2c(o1)CCN(Cc1nccs1)CC2 do in these assays?
ALOX12 inh: 22%[176 µM]

What do the screens show for `O=C(NC1CCCCC1)N1Cc2[nH]cnc2C[C@H]1c1nc(-c2cccc([N+](=O)[O-])c2)no1`?
ALOX12 inh: 6.3µM*

Results for Cc1cc(C)n(CC(=O)N2CCCCCNC(=O)CC2c2ccccc2)n1 (centres undefined) ?
ALOX12 inh: 48%[activator]

How did CC(=O)C1=C(C)N(Cc2ccccc2)C(=S)NC1c1cccc(Br)c1 (centres undefined) do in these assays?
ALOX12 inh: 45µM*

What do the screens show for `COc1ccc(C(=O)Nc2ccc(-c3noc([C@@H]4CCCN4Cc4ccc(S(C)(=O)=O)cc4)n3)cn2)cc1`?
ALOX12 inh: 17%

What do the screens show for `Cc1ccc(CNC(=O)N2CCCC(CN3CCCC3)CC2)cc1` (centres undefined)?
ALOX12 inh: 97%[activator]

How did COc1ccc(C(=O)N2C[C@@H](CO)[C@H](c3ccccn3)C2)cn1 do in these assays?
ALOX12 inh: 36%[activator]

How did O[C@H]1CC[C@@H](Cc2cc(-c3ccc(F)cc3)on2)O[C@@H]1CNCc1ccccc1Cl do in these assays?
ALOX12 inh: 11%[176 µM]

What do the screens show for `Cc1ccc(C2Cn3nnc(C(=O)N4CCN(C(=O)Cc5ccc(Cl)cc5)CC4)c3CO2)cc1` (centres undefined)?
ALOX12 inh: -21%

What do the screens show for `CC(=O)Nc1ccc(CN2C(=O)OC3(CCN(C(=O)C4CCC4)CC3)C2(C)c2ccccc2)cc1` (centres undefined)?
ALOX12 inh: -18%

What do the screens show for `CCNc1ncc(C(=O)N2CCC(O)(CN3CCOCC3)C(C)(C)C2)cn1` (centres undefined)?
ALOX12 inh: 89%[activator]
